Screening results deposited in PubChem BioAssay by NCI.
yeast cln2 rad14 – NCI yeast anticancer drug screen, S. cerevisiae cln2 rad14 strain | growth inhibition, % at 50 µM | 78,000 tested, 8.3% active;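 note: 0% = growth of vehicle-only cultures of the same strain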
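Yeast strain cln2 rad14, bearing defects in cell cycle control and DNA repair, serves as the test system; values reflect growth inhibition compared with vehicle.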
mlh1 rad18 – NCI yeast anticancer drug screen, S. cerevisiae mlh1 rad18 strain; 79,000 tested, 11% active; growth inhibition, % at 50 µM;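 note: 0% = growth of vehicle-only cultures of the same strain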
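Steps: expose repair-defective yeast to compound; measure growth; express inhibition against vehicle-treated controls.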
rad50 – NCI yeast anticancer drug screen, S. cerevisiae rad50 strain; growth inhibition, % at 50 µM; 79,000 tested, 10% active;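 note: 0% = growth of vehicle-only cultures of the same strain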
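Genetically altered yeast (DNA repair pathway); compound treatment; growth inhibition vs vehicle ctrl.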
yeast mec2-1 – NCI yeast anticancer drug screen, S. cerevisiae mec2-1 strain; 79,000 tested, 9% active; growth inhibition, % at 50 µM;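 note: 0% = growth of vehicle-only cultures of the same strain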
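Growth inhibition is read against vehicle-treated controls after compound exposure of the mec2-1 yeast strain, which is defective in DNA damage repair or cell cycle control.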
yeast sgs1 mgt1 – NCI yeast anticancer drug screen, S. cerevisiae sgs1 mgt1 strain. % growth inhibition at 50 µM. 78,000 tested, 10% active. AID 161, 2004;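 note: 0% = growth of vehicle-only cultures of the same strain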
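Yeast cells carrying a defined DNA-repair defect were exposed to test compounds. Growth inhibition was measured relative to vehicle-treated controls.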
yeast bub3 – NCI yeast anticancer drug screen, S. cerevisiae bub3 mutant strain; % growth inhibition at 50 µM; AID 167, 2004; 78,000 tested, 9.9% active;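 note: 0% = growth of vehicle-only cultures of the same strain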
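Yeast carrying a defined mutation is treated with each compound, and growth is compared with that of vehicle-exposed cells to give inhibition.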
Active calls of the source: *; & = joins results of further samples. Cut-off read from the data, not from the text of the source: active = growth inhibition above about 70%; inactive = the rest.

SMILES	yeast cln2 rad14	mlh1 rad18	rad50	yeast mec2-1	yeast sgs1 mgt1	yeast bub3
COC(=O)c1ccc(O)cc1	14.8&3.9	-0.3&8.9	4.9&27.3	25.4&14.6	12.4&13.8	-4.5&-11.6
CC1(C(=O)O)CCC2(C)CCC3(C)C(=CC(=O)C4C5(C)CCC(OC6OC(C(=O)O)C(O)C(O)C6OC6OC(C(=O)O)C(O)C(O)C6O)C(C)(C)C5CCC43C)C2C1 (stereo not drawn)	24.8	19.2	13.6	4.0	-2.2	15.8
Cn1c(=O)c2[nH]c(Br)nc2n(C)c1=O (tested in a mixture with another compound)	14.8	3.1	-3.9	0.1	-6.1	-20.6
CC1(C)OC2CC(=O)OCC23C1CC(=O)C1(C)C3CCC2(C)C(c3ccoc3)OC(=O)C3OC321 (stereo not drawn)	10.1	18.5	-7.7	1.4	-0.6	8.7
CC(=O)NC(Cc1ccccc1)C(=O)O (stereo not drawn)	-52.9&6.3	-27.1&-18.3	-7.5&11.1	-7.6&-3.0	4.2&15.7	-14.1&6.2
Cc1ncc(CS)c(N)n1	-4.0	-3.1	5.2	31.4	-2.5	-11.0
O=C(O)C(O)C(O)C(O)C(O)C(=O)O.[NH-]C1CCCCC1[NH-].[Pt+2] (stereo not drawn)	12.9	6.8	8.2	-3.2	-1.6	8.2
O=C(CCNNC(=O)c1ccncc1)NCc1ccccc1	-46.0	7.3	8.2	11.6	11.9	-9.8
O=C1c2c(O)cccc2C(C2OC(CO)C(O)C(O)C2O)c2cc(CO)cc(O)c21 (stereo not drawn)	25.4&31.6&12.4&4.7	22.9&31.4&-92.8&26.9	25.4&20.9&7.2&-0.8	17.1&-10.6&1.1&19.9	-3.3&-3.7&-17.4&0.7	22.4&11.1&0.5&-14.0
Cn1c(=O)c2[nH]c(Br)nc2n(C)c1=O	-4.2	-12.2	-12.0	-13.4	5.4	13.3
O=C(COc1ccc(Cl)cc1)NCCO	11.3	11.8	13.4	13.6	18.4	5.2

For reference, 7 of the compounds above.
SMILES	yeast cln2 rad14	mlh1 rad18	rad50	yeast mec2-1	yeast sgs1 mgt1	yeast bub3
CC(=O)NC(Cc1ccccc1)C(=O)O (stereo not drawn)	-52.9&6.3	-27.1&-18.3	-7.5&11.1	-7.6&-3.0	4.2&15.7	-14.1&6.2
Cc1ncc(CS)c(N)n1	-4.0	-3.1	5.2	31.4	-2.5	-11.0
O=C(O)C(O)C(O)C(O)C(O)C(=O)O.[NH-]C1CCCCC1[NH-].[Pt+2] (stereo not drawn)	12.9	6.8	8.2	-3.2	-1.6	8.2
O=C(CCNNC(=O)c1ccncc1)NCc1ccccc1	-46.0	7.3	8.2	11.6	11.9	-9.8
O=C1c2c(O)cccc2C(C2OC(CO)C(O)C(O)C2O)c2cc(CO)cc(O)c21 (stereo not drawn)	25.4&31.6&12.4&4.7	22.9&31.4&-92.8&26.9	25.4&20.9&7.2&-0.8	17.1&-10.6&1.1&19.9	-3.3&-3.7&-17.4&0.7	22.4&11.1&0.5&-14.0
Cn1c(=O)c2[nH]c(Br)nc2n(C)c1=O	-4.2	-12.2	-12.0	-13.4	5.4	13.3
O=C(COc1ccc(Cl)cc1)NCCO	11.3	11.8	13.4	13.6	18.4	5.2

The list is partial (hit frequency here may not be typical).
